# Bioassay records: PubChem, several laboratories
# GPR55 antagonists: GPR55 antagonists blocking LPI-driven arrestin recruitment, primary screen, imaging, U2OS, beta-arrestin-GFP, LPI agonist (AID 2013) | 290,000 tested, 0.13% active | U2OS GPR55 beta-arrestin-GFP translocation imaging, LPI antagonism; higher % means a stronger effect | inhibition, % at 10 µM; hits with a dose series show IC50 in µM;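 active = spots per cell inhibited over 60%, with over 100 cells counted and total cytoplasm intensity under 500,000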;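 also: U2OS cells stably carrying GPR55 and arrestin-GFP stimulated by 5 µM LPI near EC80; imaged beta-arrestin-GFP aggregate spots per cell after agonist stimulation; plate controls were LPI-stimulated DMSO wells for no effect and DMSO wells without LPI for full effect; some results filed as inactive read as strong as hits; confirmed hits need IC50 under 10 µM and bright autofluorescent wells are also inconclusive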
# NOD1 inhibition: inhibition of NOD1-driven NF-kB reporter – cell-based, luminescence, uHTS, primary screen (AID 1578); NOD1-driven NF-kB luciferase reporter cells, luminescence; higher % means a stronger effect; inhibition, % at 4 µM, or EC50 in µM where a hit was titrated; 290,000 tested, 1% active; in the data active = inhibition mostly above about 36%, no sharp cut-off; inactive = mostly below about 34%;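 also: HEK-293T reporter cells stimulated with the NOD1 agonist gamma-tri-DAP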
# UTI89 phage lysis: inhibition of K1F phage lysis, E. coli UTI89, bacterial capsule biogenesis inhibitors, alamar blue (AID 488966); E. coli UTI89 K1F phage lysis, alamar blue, 2 h; higher % means a stronger effect; inhibition, % at 100 µM; hits with a dose series show IC50 in µM; 340,000 tested, 0.02% active;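 active = phage lysis inhibition, versus mean bacterial control, above a set limit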;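 also: capsule biogenesis inhibitors block K1F phage lysis so surviving cells raise fluorescence; higher fluorescence means more inhibition of phage lysis; actives were called in the ten point dose series up to 300 µM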
# KOR beta-arrestin-1: kappa opioid receptor activators – cell-based, luminescence, uHTS, primary screen (AID 1777) | KOR beta-arrestin recruitment, luminescence; higher % means a stronger effect | one-dose activation, % at 10 µM; EC50 in µM for titrated hits | 280,000 tested, 0.02% active; in the data active = activation above about 50%, passing the limit was not always enough; also: a part of the inactive calls stands beside numbers as strong as those of hits
# KOR beta-arrestin-2: KOR antagonists, beta-arrestin recruitment, cell-based, luminescence, uHTS (AID 1778); KOR beta-arrestin recruitment, luminescence, antagonist mode; higher % means a stronger effect; inhibition, % at 10 µM, or IC50 in µM where a hit was titrated; 290,000 tested, 0.091% active; in the data active = inhibition above about 50%; also: strong numbers were not always called active
# MgcRacGAP inhibition: MgcRacGAP GTPase-activating activity inhibitors, confirmation, biochemical, ADP Hunter fluorescence | MgcRacGAP-stimulated Rac1 GTP hydrolysis, ADP Hunter fluorescence; higher % means a stronger effect; GST-tagged Rac1 F28L mutant substrate | one-dose inhibition, % at 30 µM; IC50 in µM for titrated hits | 340,000 tested, 0.6% active;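 active = first-screen hits whose inhibition reached a set limit at any dose in the follow-up dose series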;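 also: fluorescence reports GDP produced by GAP-driven GTP hydrolysis; strong numbers were not always called active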
# NTR1 ag: agonists of NTR1, primary screen, imaging, U2OS cells, beta-arrestin-GFP, high content (AID 493036); P30989; NTR1-U2OS beta-arrestin-GFP spot imaging, agonist mode; activation, % at 20 µM; 330,000 tested, 0.17% active;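 active = activation at or above 40% of the spot to cytoplasm intensity ratio, with at least 20 cells analyzed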;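 also: 0% = DMSO without peptide and 100% = 100 nM NTR1 peptide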
# Target sequence (P30989 whole entry, looked up): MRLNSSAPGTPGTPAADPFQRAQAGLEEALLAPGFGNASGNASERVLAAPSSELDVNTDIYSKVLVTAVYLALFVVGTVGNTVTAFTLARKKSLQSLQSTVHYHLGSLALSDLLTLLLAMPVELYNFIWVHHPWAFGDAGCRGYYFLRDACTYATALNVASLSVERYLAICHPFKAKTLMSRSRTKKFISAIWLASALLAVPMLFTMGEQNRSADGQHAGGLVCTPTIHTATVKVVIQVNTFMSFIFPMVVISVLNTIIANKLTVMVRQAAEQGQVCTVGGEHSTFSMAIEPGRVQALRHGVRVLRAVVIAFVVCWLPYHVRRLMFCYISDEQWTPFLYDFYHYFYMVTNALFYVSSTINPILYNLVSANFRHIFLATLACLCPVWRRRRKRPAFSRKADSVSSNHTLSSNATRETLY
# GPR35 antagonists: inhibition of zaprinast-stimulated GPR35 beta-arrestin translocation – imaging, U2OS, beta-arrestin-GFP, zaprinast agonist, primary screen (AID 2058) | inhibition, % at 10 µM, or IC50 in µM where a hit was titrated | U2OS GPR35 beta-arrestin-GFP translocation imaging, zaprinast antagonism; higher % means a stronger effect | 290,000 tested, 0.052% active;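 active = inhibition of at least 50% with at least 30 cells and total cytoplasm GFP at most 10,000,000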
# GPR55 beta-arrestin: selective activators of receptor GPR55 – imaging, U2OS cells, beta-arrestin-GFP redistribution, primary screen (AID 1961). U2OS GPR55 beta-arrestin-GFP redistribution imaging; higher % means a stronger effect. one-dose activation, % at 10 µM; EC50 in µM for titrated hits. 290,000 tested, 0.048% active;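 active = activation above 40% with more than 50 cells counted in the well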;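 also: U2OS osteosarcoma cells stably expressing GPR55 and beta-arrestin-GFP; plate controls were DMSO negative control for no effect and LPI positive control for full effect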
# NTR1 ag cell count 20 µM: further read-out of NTR1 ag, marked with its call; cell count; measured here: cell count, cytotoxicity flag
# * = called active by the depositor; . = not tested or not shown; [ ] = another dose, or the depositor's remark.
SMILES	MgcRacGAP inhibition	GPR35 antagonists	NTR1 ag	KOR beta-arrestin-1	UTI89 phage lysis	NTR1 ag cell count 20 µM	GPR55 antagonists	GPR55 beta-arrestin	KOR beta-arrestin-2	NOD1 inhibition
COc1ccc(C2CC(c3ccc(F)cc3)=NN2c2ccccc2)cc1OC (stereo not drawn)	10%	-7%	2.3	-0.7%	0.0%	50	2%	-0.1%	-8%[20 µM]	8%
CCCN1CCN(C(=O)CCc2nnc3ccc(N4CCN(c5cccc(OC)c5)CC4)nn23)CC1	6%	-3%	0.8	-5.2%	1.6%	50	3%	-0.3%	-18%[20 µM]	-10%
O=C(NCC1CC1(Cl)Cl)Nc1ccc(Cl)c(Cl)c1 (stereo not drawn)	4%	-9%	12	-5.4%	0.1%	60	6%	-0.2%	-11%	-29%
Cn1c(SCC(=O)NCc2ccco2)nnc1-c1cccs1	3%	2%	-1.8	0.4%	2.2%	96	2%	0.0%	-1%	-26%
COc1ccc(N2CCN(C(=O)c3ccc(S(=O)(=O)N4CCOCC4)cc3)CC2)cc1	-2%	-6%	-0.2	-4.1%	-2.9%	72	7%	0.0%	4%	2%
COC(=O)c1ccc(NC(=O)CN2C(=O)CC(C)S(=O)(=O)c3ccccc32)cc1 (stereo not drawn)	5%	-8%	0.4	-1.4%	1.4%	75	5%	-0.1%	20%	-46%
O=C(O)CCN(CCC(=O)O)c1nnc(SCc2ccccc2)s1	0%	4%	1.8	4.7%	1.3%	68	9%	-0.1%	-49%	23%
CC(C)OC(=O)Cn1cc(C#N)c2ccccc21	6%	5%	-0.6	.	-0.1%	58	9%	0.2%	-20%[20 µM]	-43%
Cc1nn(C(C)C(=O)NCCCN2CCCC2)c(=O)c2nn(-c3ccccc3)c(C)c12 (stereo not drawn)	-4%	18%	-1.5	-6.9%	-0.3%	44	4%	-0.1%	5%	-3%
COc1ccc(/C(C)=N/NC(=O)CCC(=O)Nc2ccc(Cl)cc2Cl)c(OC)c1	8%	4%	1.2	4.7%	-2.5%	55	4%	-0.1%	-7%	-39%
Cc1ccccc1OCc1nc2ccccc2c(=O)n1N	8%	8%	0.3	-1.9%	0.3%	50	-9%	-0.1%	4%	-35%
Cc1noc(NS(=O)(=O)c2ccc(NC(=O)CSc3nc4ccccc4s3)cc2)c1C	14%	-8%	2.0	17%	0.0%[50 µM]	47	-3%	-0.1%	-7%	-31%
CCOC(=O)C(C)Oc1ccc(OCc2ccccc2)cc1 (stereo not drawn)	7%	-12%	0.6	-6.3%	0.2%	51	14%	-0.3%	9%	-11%
CCN1CCN(C(=O)Cn2nc(C)c3sc4ccccc4c3c2=O)CC1	6%	-10%	1.3	-2.7%	0.9%	57	10%	-0.3%	-28%	-13%
O=C(CSc1n[nH]c(-c2cccnc2)n1)OC1CCCCC1	7%	3%	0.3	.	0.2%	57	-12%	-0.1%	3%[20 µM]	-8%
COc1ccc(CCn2c(Br)nc3c2c(=O)[nH]c(=O)n3C)cc1	-1%	-2%	4.2	1.9%	0.9%	70	-1%	-0.2%	-42%	.
Cc1ccc(N(C)S(=O)(=O)c2cccc(C(=O)NC3=NCCS3)c2)cc1	7%	-2%	2.4	-1.9%	0.5%	83	4%	0.0%	-2%	11%
CCC(O)C1CCN(Cc2cn(Cc3ccccc3)nc2-c2cc3ccccc3o2)CC1 (stereo not drawn)	5%	23%	0.0	-5.8%	0.5%	75	-3%	0.2%	-20%	-8%
CCCNCc1cc(Cl)c(OCC)c(Cl)c1	-8%	-4%	-1.8	-0.3%	-0.1%	79	3%	-0.4%	30%	-28%
COc1ccc2c(CC(=O)O)cc(=O)oc2c1	7%	5%	-0.5	5.3%	0.3%	60	1%	0.0%	8%	-4%
COc1ccc(NC(C)=O)cc1NC(C)C(=O)Nc1ccc(F)c(F)c1F (stereo not drawn)	10%	4%	-1.7	4.0%	0.0%	32	13%	-0.1%	16%	-13%
CCOC(=O)N1CCN(C(=O)c2c(N)no[n+]2[O-])CC1	-4%	14%	0.4	-1.4%	-0.2%	54	9%	-0.5%	14%	-2%
CCCc1cc(C(=O)NNC(=S)Nc2cccc(C)c2)cs1	8%	-2%	2.4	5.0%	3.7%	71	-1%	0.0%	17%	-25%
Cc1nn(C)c(Cl)c1/C=N/OC(=O)c1ccc(F)cc1	4%	3%	0.8	-2.3%	0.4%	30	1%	-0.1%	-1%	-46%
CC1(C)CC(C#N)(N2CCOCC2)CCO1 (stereo not drawn)	3%	1%	-1.8	0.4%	0.4%	84	-2%	-0.2%	-36%	-10%
O=C(Nc1ccc(S(=O)(=O)NCCc2ccccc2)cc1)c1ccco1	1%	12%	-0.7	-3.7%	-0.7%	72	-3%	-0.2%	-47%	-9%
c1ccc(Oc2c3ccccc3nc3ccccc23)cc1	.	8%	19	9.2%	.	50	-5%	-0.5%	-26%	5%
C=CCN(C(=O)CCC(=O)O)C1CC(=O)N(c2ccc(OC)cc2)C1=O (stereo not drawn)	12%	-6%	-1.0	0.3%	0.3%	34	7%	-0.1%	24%	-29%
CCOC(=O)c1nc2ccccc2c(=O)[nH]1	12%	18%	-1.8	0.8%	0.3%	85	14%	-0.1%	.	-8%
COc1ccccc1NS(=O)(=O)c1cc(NC(=O)c2ccncc2)ccc1N1CCCC1	12%	-2%	5.3	0.8%	0.0%	32	-8%	0.2%	2%	-32%
COc1cc(C(=O)NCc2ccccc2)ccc1OC(F)F	5%	-3%	0.2	7.5%	-0.7%	34	-5%	-0.2%	-8%	-18%
CCCOC(=O)c1cc(-c2ccc(C=O)o2)ccc1Cl	5%	-1%	9.9	3.1%	5.7%	33	0%	0.5%	50%	-14%
CCOC(=O)Cn1cnc2c(nnn2-c2ccc(F)cc2)c1=O	12%	-8%	2.3	2.5%	1.2%	58	-5%	0.0%	-32%[20 µM]	-8%
CC(C)=C(NC(=O)c1ccccc1Br)C(=O)NCCc1nc2ccccc2[nH]1	1%	14%	0.0	4.1%	0.1%	59	1%	0.5%	4%	-9%
Cc1ccc2nsnc2c1NC(=O)c1ccc(-c2cc(Cl)ccc2Cl)o1	15%	5%	11	-0.4%	-0.4%	60	-7%	0.0%	-42%	-44%
COc1cccc(N(C(=O)c2snc(C(N)=O)c2N)C(C(=O)NCC2CCCO2)c2ccc(C)o2)c1 (stereo not drawn)	6%	-10%	0.5	-3.3%	0.1%	54	-3%	-0.1%	-5%	-18%
S=C(NCCc1ccccc1)Nc1ccc(Br)cc1	8%	10%	0.8	14%	3.5%	44	14%	0.0%	23%	0%
Cc1cc(-c2ccccc2)c2c3c(cn2n1)c(=O)n(C)c(=O)n3C	11%	-2%	9.5	0.4%	0.3%	63	4%	0.2%	-2%	-15%
O=C(Cc1ccccc1)Nc1ccc(N2CCN(Cc3ccccc3F)CC2)cc1	5%	-1%	-0.4	-10%	0.2%	76	-4%	-0.2%	4%	9%
O=[N+]([O-])c1cccc(N/N=C/c2cccc3ccccc23)c1	-2%	4%	17	7.1%	-4.3%	71	-6%	-0.3%	1%	-47%
Cc1ccc(C2=NN(C(=O)CCl)C(c3ccco3)C2)o1 (stereo not drawn)	4%	3%	0.4	3.9%	-0.2%	34	8%	-0.1%	-44%	-46%
COc1ccccc1-c1sc2ccccc2c1-c1ccc2c(c1)OCO2	7%	7%	-3.7	1.6%	0.4%	95	1%	-0.3%	-21%[20 µM]	22%
CC(C)(C)C1(C)OC(C(=O)NC2CCCCC2)C(C(=O)NC2CCCCC2)O1 (stereo not drawn)	-2%	3%	1.1	-1.8%	-0.5%	90	7%	-0.1%	24%	8%
Cc1ccc(S(=O)(=O)CCCS(=O)(=O)c2ccc(C)cc2)cc1	3%	8%	-0.4	-1.7%	1.5%	85	11%	-0.1%	-31%	6%
CCc1ccccc1NC(=S)N(CCN(C)C)Cc1cccs1	2%	-3%	0.2	-2.1%	-0.1%	65	-4%	0.1%	-6%	-32%
Cc1cc(C)c(OCCCCN2CCC(C)CC2)c(Br)c1	212µM*	-15%	0.5	3.3%	0.2%	55	26%	-0.6%	-56%	-5%
COCCN1C(=O)C(=O)/C(=C(/O)c2ccc(S(=O)(=O)N3CCCCC3)cc2)C1c1ccc(OC)c(OC)c1 (stereo not drawn)	0%	-2%	-0.8	-4.1%	0.0%	52	13%	0.3%	15%	-4%
COc1cccc(N2CCN(S(=O)(=O)c3c(C)[nH]c(C)c3C(=O)N3CCCCC3)CC2)c1	-6%	-4%	0.0	-3.3%	0.3%	46	0%	-0.1%	-58%	-20%
Cc1nc(SCC(=O)NCc2ccco2)c2c(=O)n(C)c(=O)n(CC(C)C)c2n1	3%	-11%	2.2	-7.3%	0.3%	58	6%	-0.1%	-14%[20 µM]	-11%
Cc1cccc2c(C(=O)n3cccn3)cc(-c3ccccc3Cl)nc12	6%	23%	-0.5	-0.5%	1.6%	44	0%	-0.1%	-10%	17%
Cc1ccc(-c2cc(C(=O)Nc3c(C)n(C)n(-c4ccccc4)c3=O)[nH]n2)c(O)c1	-13%	8%	-1.6	0.7%	-0.2%	81	16%	1.1%	0%	19%
c1ccc2c(c1)nnn2-c1ncnc2sc3c(c12)CCCC3	-2%	7%	4.7	1.8%	-0.7%	54	21%	0.0%	-11%	8%
O=C(c1ccc2c(=O)n(CCc3ccccc3)c(=O)[nH]c2c1)N1CCN(c2ccc(F)cc2)CC1	5%	-5%	13	-0.1%	0.2%	35	-6%	-0.2%	-16%	2%
O=[N+]([O-])c1cccc(-c2cnc3ccccc3n2)c1	-5%	21%	0.4	2.7%	0.1%	42	0%	-0.1%	16%	-11%
Cc1cc(C)n(CC(O)Cn2c3ccc(Cl)cc3c3cc(Cl)ccc32)c(=O)n1 (stereo not drawn)	3%	1%	6.4	-4.1%	0.4%	34	34%	0.1%	-66%	-26%
O=C(/C=C/c1cc2c(cc1Br)OCO2)NCc1ccc(Cl)cc1	4%	0%	2.8	6.6%	0.5%	76	-6%	-0.1%	-41%	.

# An excerpt; the hit share may differ from the screen's.
